# Screens as filed in PubChem.
# ELG1 repair inh = inhibitors of ELG1-dependent DNA repair in HEK293T cells; Potency, µM (series often up to 46.1 µM), inactives show at the top dose activity change, negative = inhibition, actives largely listed as inhibitors; 330,000 compounds, 2.3% hits; HEK293T ELG1-luciferase reporter, luminescence, 16 h; DNA damage induced by 5-fluorouridine; also: potency is read from the fitted curve at half-maximal effect; % is scaled to controls: 0 for no effect and ±100 for the full control effect; nearly all actives have a fitted effect of over 55% in size
#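 In this reporter screen, reduction of luminescence relative to DMSO vehicle indicated activity. Compounds and 5-fluorouridine were added together to 2,000 cells per well, incubated for 16 hr at 37 °C, then developed with ONE-Glo.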
# Tb PFK inh = T. brucei PFK enzyme inhibition. O15648. T. brucei PFK, ADP-Glo luminescence. Potency, µM (top dose mostly 57.5 µM), inactives show at the top dose activity, negative = inhibition, actives largely listed as inhibitors. 330,000 compounds, 0.17% hits. AID 485367;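 also: potency is read from the fitted curve at half-maximal effect; 0% = uninhibited 1x PFK enzyme wells and -100% = no-enzyme wells; nearly all actives have a fitted effect of over 60% in size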
# Target sequence (O15648 whole entry, looked up): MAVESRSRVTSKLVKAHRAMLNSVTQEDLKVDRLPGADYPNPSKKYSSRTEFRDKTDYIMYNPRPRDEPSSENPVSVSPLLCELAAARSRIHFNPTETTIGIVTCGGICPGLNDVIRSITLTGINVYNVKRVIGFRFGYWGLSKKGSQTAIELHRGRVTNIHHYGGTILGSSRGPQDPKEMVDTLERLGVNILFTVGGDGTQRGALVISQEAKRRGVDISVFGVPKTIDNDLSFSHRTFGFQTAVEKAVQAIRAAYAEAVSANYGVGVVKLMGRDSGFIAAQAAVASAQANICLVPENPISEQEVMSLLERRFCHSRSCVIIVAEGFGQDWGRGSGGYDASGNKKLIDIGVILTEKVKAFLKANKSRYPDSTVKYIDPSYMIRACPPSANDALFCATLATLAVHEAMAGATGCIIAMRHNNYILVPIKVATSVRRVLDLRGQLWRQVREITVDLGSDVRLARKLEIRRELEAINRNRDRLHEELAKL
#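 1.25 nM PFK with 0.5 mM F6P and 0.1 mM ATP in 0.1 M TEA pH 8.0, 5 mM MgCl2, incubated 45 min at room temperature; ADP measured by ADP-Glo luminescence; compounds titrated up to 57 uM.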
# ELG1 genotox = inducers of genotoxicity in HEK293T ELG1-luciferase cells; HEK293T ELG1-luciferase reporter, luminescence, 16 h; Potency, µM (top dose mostly 46 µM), inactives show at the top dose activity change, positive = activation, most hits filed as activators; AID 504466; 330,000 compounds, 1.3% hits; also: potency is read from the fitted curve at half-maximal effect; % of control where 0% means no effect; nearly all actives have a fitted effect of over 60% in size
#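 DMSO vehicle served as control against compound-treated ELG1-luciferase HEK293T cells; exposure lasted 16 hr at 37 °C and 5% CO2, followed by ONE-Glo luminescence detection after 30 min.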
# NPC1 prom act = activates the NPC1 promoter | Potency, µM (top dose mostly 9.22 µM), for inactives: top-dose activation, most hits filed as activators | Huh7 NPC1 promoter luciferase reporter, 24 h | 320,000 compounds, 2.4% hits;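 also: potency is read from the fitted curve at half-maximal effect; % of control where 0% means no effect; nearly all actives have a fitted effect of over 60% in size; reporter is driven by a mutant NPC1 promoter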
#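 Huh7 cells stably carrying NPC1 promoter–luciferase, plated in Opti-MEM with 10% FBS for 2 h, were exposed to compound in DMSO for 24 h at 37 °C; luciferase reagent was added for 10 min and luminescence read.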
# Rab9 prom act = activators of Rab9 promoter; Potency, µM (titrated, usually from 9.22 µM), without a hit: top-dose activation, negative = inhibition, actives largely listed as activators; 320,000 compounds, 2.8% hits; Huh7 Rab9 promoter-luciferase reporter, luminescence, 24 h; also: potency is read from the fitted curve at half-maximal effect; % of control where 0% means no effect; nearly all actives have a fitted effect of over 60% in size
#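 Rab9 promoter-driven luciferase in stably transfected Huh7 cells; 1500 cells/well rested 2 h, exposed to compound in DMSO for 24 h at 37 °C, 5% CO2. Luminescence read 10 min after adding luciferase reagent at ambient temperature.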
# FLuc modulator = inhibits or activates purified firefly luciferase, miR-21 counter-screen. P08659. purified FLuc, Km substrates, luminescence inhibition. Potency, µM (titrated, usually from 57.5 µM), inactives show at the top dose activity change, negative = inhibition, actives largely listed as inhibitors. 360,000 compounds, 6.9% hits. AID 588342;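 also: potency is read from the fitted curve at half-maximal effect; plate controls were vehicle for no effect and reference inhibitor for full effect; nearly all actives have a fitted effect of over 55% in size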
#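 Purified P. pyralis luciferase, 10 nM final, with Km-level 10 uM D-luciferin and 10 uM ATP in 50 mM Tris acetate pH 7.5, 10 mM Mg acetate, 0.01% Tween-20, 0.05% BSA; 6-point qHTS titration about 60 µM downward; luminescence read.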
# Gal4-VP16 FLuc = inhibits Gal4-VP16 luciferase reporter, ROR gamma counter-screen; AID 2546; Potency, µM (top dose mostly 53.6 µM), inactives show top-dose activity, negative = inhibition, actives largely listed as inhibitors; Drosophila S2 Gal4-VP16 UAS-luciferase, luminescence, 20 h; 310,000 compounds, 3.5% hits;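 also: Gal4-VP16 expression switched on by copper sulfate through the metallothionein promoter; potency is read from the fitted curve at half-maximal effect; % is scaled to controls: 0 for no effect and ±100 for the full control effect; nearly all actives have a fitted effect of over 50% in size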
# RORg inh = blocks mouse ROR gamma transcriptional activity. 310,000 compounds, 5.4% hits. Drosophila S2 Gal4-RORgamma UAS-luciferase reporter, 20 h. P51450. Potency, µM (titrated, usually from 53.6 µM), for the others: at the highest dose activity change, negative = inhibition, hits mostly inhibitors; also: potency is read from the fitted curve at half-maximal effect; % is scaled to controls: 0 for no effect and ±100 for the full control effect; nearly all actives have a fitted effect of over 60% in size
# Target sequence (P51450 whole entry, looked up, the tested form may be a part): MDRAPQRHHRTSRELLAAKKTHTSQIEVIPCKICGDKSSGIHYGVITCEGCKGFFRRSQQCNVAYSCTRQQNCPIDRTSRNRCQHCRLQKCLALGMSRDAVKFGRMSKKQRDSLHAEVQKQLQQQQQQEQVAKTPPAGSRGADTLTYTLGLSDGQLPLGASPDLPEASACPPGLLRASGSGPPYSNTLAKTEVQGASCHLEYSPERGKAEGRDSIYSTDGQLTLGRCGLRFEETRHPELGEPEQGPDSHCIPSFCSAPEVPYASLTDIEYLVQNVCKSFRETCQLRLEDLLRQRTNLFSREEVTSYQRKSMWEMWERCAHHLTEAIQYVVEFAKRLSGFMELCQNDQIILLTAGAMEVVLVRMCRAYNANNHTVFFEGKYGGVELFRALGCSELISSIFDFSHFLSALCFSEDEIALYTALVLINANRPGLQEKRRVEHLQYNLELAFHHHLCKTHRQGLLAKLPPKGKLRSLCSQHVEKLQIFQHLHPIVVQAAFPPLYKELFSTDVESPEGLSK
#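 Read-out: Photinus luciferase luminescence; inhibitors lower reporter signal. Insect Schneider cells with Gal4-ROR gamma fusion under metallothionein promoter, UAS reporter; 700 uM final copper sulfate induction, 20 hr, ambient temperature.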
# TRPV1 agonist = agonists of human vanilloid receptor 1 (TRPV1) | 320,000 compounds, 0.19% hits | activation, % at 8.33 µM | Q8NER1 | TRPV1-expressing cells, Fluo-8 calcium influx, agonist mode | AID 540275; in the data active = activation above about 80%; inconclusive = between about 30% and that limit; also: 0% is about no effect
#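 TRPV1-expressing cells were cultured overnight at 35.5C and loaded with Fluo-8 calcium dye for 40 to 90 min at room temperature. After a 10 s baseline, compound was added and calcium influx was read kinetically for 3 min (ex 480/em 520 nm).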
# BRCA1 expr up = increases BRCA1 expression | Potency, µM (top dose mostly 46.1 µM), without a hit: at the highest dose activation, usual class: activators | MCF7-BRCA1-FFLuc reporter, luminescence, 48 h; response scale: scaled: vehicle 0%, 10 µM genistein 100% | 380,000 compounds, 1.1% hits; also: potency is read from the fitted curve at half-maximal effect; nearly all actives have a fitted effect of over 80% in size; some results filed as inactive show a strong effect at the top dose
#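 First, MCF7-BRCA1-FFLuc cells (2000/well) attach for 2 h; next, compounds are pin-added and incubated 48 h at 37 °C; finally, luciferase reagent is added and luminescence read after 15 min.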
# p53 reactivation = re-activators of mutant p53 | 320,000 compounds, 0.063% hits | H1299 p53-A138V BP100-luciferase reporter, luminescence, 24 h | Potency, µM (highest dose often 92.2 µM), for the others: at the top dose activity change, positive = activation, actives largely listed as activators; also: potency is read from the fitted curve at half-maximal effect; % of control where 0% means no effect; nearly all actives have a fitted effect of over 45% in size
#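 H1299 (p53-null), stable ts p53-A138V + BP100-Luc; 1000 cells/well, Opti-MEM/10% FBS; cpd 4 pt, 1:5; 24 h, 37 deg C, 5% CO2; detection reagent 10 min RT; luminescence.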
# The depositor's hits bear a star; ? = inconclusive; / = no result given; & = joins results of further samples; [ ] = another dose, or the depositor's remark. Unless noted, calls follow the shape of the dose curve; as a rule, active = well fitted curve in the direction sought with a large enough effect; inconclusive = small, poorly fitted or top-dose-only effect, or another doubt; inactive = no such curve, though single readings can be large; an effect the other way counts as inactive or inconclusive. No enrichment for hits (roughly 15% active in at least one column).
SMILES,ELG1 repair inh,Tb PFK inh,ELG1 genotox,NPC1 prom act,Rab9 prom act,FLuc modulator,Gal4-VP16 FLuc,RORg inh,TRPV1 agonist,BRCA1 expr up,p53 reactivation
COc1ccc(C(=O)Nc2ccc(S(=O)(=O)Nc3cnc4ccccc4n3)cc2)cc1,-4%,-2%,-11%,-1%,4%,?,-24%,?,-7,-7%,1%
COc1ccccc1CNC(=O)CCCN1C(=O)NC2(CCCC2)C1=O,7%,0%,-1%,-2%,-13%,-2%,/,/,2,-15%,4%
COc1ccc(Cn2nnc(C(=O)Nc3ccc(F)cc3)c2N)cc1,?,0%,2%,15%,21%,3%,10%,-2%,14,-1%,21%
Cc1nn(-c2ccccc2)nc1CNC(=O)C(C)Cc1ccccc1 (centres undefined),0%,-2%,-1%,2%,-3%,5%,0%&1%,4%&1%,17,-10%,6%
CC(C)n1c(SCC(=O)N2c3ccccc3Sc3ccccc32)nc2c1c(=O)n(C)c(=O)n2C,-19%,1%,-19%,1%,-12%,2%,12%,-2%,4,-81%[inhibitor],-2%
O=C(O)c1ccc2c(c1Sc1ccccc1)C(=O)c1ccccc1C2=O,1%,-10%,-6%,0%,0%,?,3%,0%,0,/,-2%
Cc1ccc(NC(=O)c2cc3ccccc3o2)cc1,?,1%,?,3.2µM*,4µM*,3.4µM*,7%,-8%,102*,13µM*,19%
Cc1ccc(CNC(=O)C2CC(c3ccc(C(F)(F)F)cc3)=NO2)o1 (centres undefined),3%,-3%,10%,0%,-2%,2%,-5%,2%,1,-3%,-3%
COCCn1c(SCC(=O)NCc2ccco2)nc2cccnc21,2%,?,-3%,3%,2%,-2%,-4%,5%,0,-2%,-2%
Cc1ccc(NC(=O)CN(C)C(=O)CSc2ncc(C(F)(F)F)cc2Cl)cc1,1%,0%,0%,-5%,-2%,-1%,-2%,-11%[10 µM],-3,41%,0%
c1ccc(C2c3c(ccc4ccccc34)Oc3ncn4nc(-c5ccco5)nc4c32)cc1 (centres undefined),?,3%,-2%,-8%,-6%,3%,?,-6%,?,-5%,2%
CN(CC1CCCCO1)C(=O)c1cc(COc2ccc(F)cc2Cl)on1 (centres undefined),0%,3%,-2%,?,2.8µM*,?,26%,?,?,90%,-12%
CNc1nc(SCc2ccc(C)cc2)nc2c1CCCC2,6%,0%,0%,2%,-6%,?,?,?,?,14%,0%
Cc1ccc(/C(COc2ccccc2O)=N\O)cc1,?,0%,-3%,4%,6%,-12%,5%,5%,-2,1%,-2%
COc1cccc(N2CCN(S(=O)(=O)c3cc4c(cc3C)N(C)CCO4)CC2)c1,-25%,2%,-2%,-4%,-1%,1%,-12%,26%,9,-45%,-1%
O=C(CN(Cc1ccco1)C(=O)CCC(=O)Nc1ccccn1)NCCc1ccccc1,-14%,1%,-1%,-3%,2%,2%,1%,20%,2,-17%,2%
COc1cc(O)c(C(CC(=O)N2CCCCC2)c2ccc3c(c2)OCO3)c(OC)c1 (centres undefined),13%,3%,4%,1%,-7%,0%,-5%&-1%,14µM*,-1,-1%,-1%
Cc1cccc(NC(=O)/C(C#N)=C\c2cc(C)n(-c3ccc(C(=O)O)cc3)c2C)c1,7%,-3%,-2%,-8%,-3%,-13%,-7%,?,4,5%,-5%
COc1ccc(C(=O)OCC(=O)Nc2ccc3c(c2)OCO3)cc1S(=O)(=O)N1CCOCC1,-3%,0%,2%,-6%,-3%,0%,/,/,-4,-1%,0%
COC(=O)c1ccccc1NC(=O)CNc1ccc(F)c(S(=O)(=O)N2CCOCC2)c1,-8%,3%,-1%,-1%,1%,-1%,/,/,7,-30%,-15%

# Limited to Tb PFK inh and p53 reactivation, for 2 of the compounds above:
Structure	Tb PFK inh	p53 reactivation
Cc1ccc(/C(COc2ccccc2O)=N\O)cc1	0%	-2%
CC(C)n1c(SCC(=O)N2c3ccccc3Sc3ccccc32)nc2c1c(=O)n(C)c(=O)n2C	1%	-2%

# Next part:
SMILES,ELG1 repair inh,Tb PFK inh,ELG1 genotox,NPC1 prom act,Rab9 prom act,FLuc modulator,Gal4-VP16 FLuc,RORg inh,TRPV1 agonist,BRCA1 expr up,p53 reactivation
CC(C)(C)Sc1ccc([N+](=O)[O-])cc1C(=O)Nc1ccncc1,?,-3%,9%,27%,19%,?,-7%,-16%,5,0%,19%
O=C(CSc1nnc(-c2ccccc2)o1)NC1CCCCC1,11%,0%,0%,1%,-3%,0%,13%,18%,5,1%,?
CCCn1c(=C(C#N)C#N)s/c(=C2\C=Cc3ccccc3N2CC)c1=O,-1%,3%,-2%,-12%,19%,-2%,-9%,-11%,2,-27%,-6%
CCCCCC(=O)NC(NC(=S)Nc1ccc(S(N)(=O)=O)cc1)C(Cl)(Cl)Cl (centres undefined),3%,-1%,0%,-3%,-2%,0%,0%,4%,19,0%,-5%
COC(=O)C1CCN(C(=O)CC(NC(=O)C(F)(F)F)c2cccs2)CC1 (centres undefined),-8%,1%,-3%,1%,-1%,0%,-1%,9%,-4,0%,0%
COc1ccc(CNC(=O)C2CSC(=O)C2)cc1 (centres undefined),6%,-1%,0%,-3%,-2%,0%,-6%,-7%,2,-2%,-4%
O=C(NCc1ccc[n+](CCCCS(=O)(=O)[O-])c1)c1ccc(OC(F)F)cc1,-10%,-2%,-1%,-1%,1%,1%,4%,9%,0,/,1%
COC(=O)c1ccc(-c2ccco2)n1Cc1cccc(C)c1,6%,-2%,1%,-2%,-6%,-2%,17%,-11%,5,-16%,-4%
COC(=O)C1CN(C(=O)COc2ccc(Cl)c(C)c2)c2ccccc2O1 (centres undefined),0%,-12%,-6%,-1%,-8%,-10%,4%,?,17,-38%,-1%
COc1ccc(N2CCN(C(=O)c3cc(=O)c4ccc(C)cc4o3)CC2)cc1,?,0%,-2%,-2%,2%,-4%,5%,40%,6,-9%,-5%
COc1c(OC)c2[nH]c(=O)cc3c4ccccc4n(c1=O)c23,17%,-9%,6%,-3%,-3%,1%,/,/,-5,-5%,-2%
CC(=O)c1n[nH]nc1NC(=O)c1ccccc1,-16%,-3%,-12%,-2%,9%,3%,-5%,-29%,3,-7%,-2%
Cc1ccc(NC(=O)Cn2c(-c3ccc(F)cc3)cnc2SCC(=O)Nc2c(C)cccc2C)cc1,?,1%,18%,-6%,-1%,8%,?,-27%,0,-51%,0%
COc1ccc(/C=C2\SC(=O)N(CC(=O)Nc3ccccc3O)C2=O)cc1OC,1%,1%,3%,1%,-1%,2%,5%,6%,2,-17%,-2%
CCOC(=O)Cc1nnc(NC(=O)CSc2ccc(C)cc2)s1,-20%,2%,0%,3%,-1%,0%,-12%,-19%,-1,-2%,8%
NS(=O)(=O)c1ccc(NC(=O)c2ccc(S(=O)(=O)N3CCOCC3)o2)cc1,12%,-2%,-5%,-2%,-5%,2%,-11%,-1%,1,-2%,-3%
CCCCCc1ccc(OCCOCCn2c[n+](C)c3ccccc32)c(CCCCC)c1,7.3µM*,23%,2%,-28%,-7%,-3%,16µM*,?,19,-79%,-8%
Cc1cccc(C)c1Nc1nnc(SCc2cc([N+](=O)[O-])cc3c2OCOC3)s1,?,-2%,-5%,-2%,-3%,1%,2%,1%,-9,-36%,-4%
CSc1ccccc1NC(=O)c1cnc2n(c1=O)CCS2,18%,4%,4%,10%,11%,-12%,13%,34%,/,23%,?
CCCCS/C(N)=N/N=C/c1cc(C)ccc1O,?,4%,?,18%,5%,17µM*,5µM*,5.6µM*,5,5%,25%
CC(C)Nc1nc(NC(C)C)nc(N(C)C(N)=O)n1,1%,2%,6%,1%,-1%,5%,-6%,15%,-3,-7%,11%
Cc1cccc(CC(=O)Nc2ccc(C(=O)N3CCCCC3)cc2)c1,0%,-14%,11%,1%,6%,?,16%,?,6,44%,0%
CCCCc1cc(=O)oc2cc(C)cc(OCC(=O)NC(Cc3ccc(Cl)cc3)C(=O)O)c12 (centres undefined),-15%,1%,1%,-6%,-1%,3%,-8%,6%,-2,1%,9%
CCC(=O)NC(=S)Nc1ccc(-c2nc3ccc(C)cc3s2)cc1,?,0%,?,0.79µM*,0.45µM*,17µM*,0.89µM*,1.1µM*,-2,?,?
COC(=O)C1=C(C)N(C)C(=O)NC1c1cc2c(cc1[N+](=O)[O-])OCO2 (centres undefined),15%,-8%,12%,0%,-7%,-18%,0%[10 µM],-14%,-5,35%,-1%
